Screening data as filed in PubChem.
BAP1 block: inhibitors of human BAP1 deubiquitinase | recombinant BAP1, Ub-AMC hydrolysis fluorescence kinetic; stronger effect = lower value | activity remaining (% of control), % at 20 µM | actives 0.48% (n = 72,000) | AID 436;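 active = activity remaining at or below 50% of control, provided the compound also passes the data quality filters; inactive = the rest, including low values that fail the filters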;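 also: 100% = DMSO wells rate and 0% = substrate alone blank rate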
Target sequence (Q92560 whole entry, looked up): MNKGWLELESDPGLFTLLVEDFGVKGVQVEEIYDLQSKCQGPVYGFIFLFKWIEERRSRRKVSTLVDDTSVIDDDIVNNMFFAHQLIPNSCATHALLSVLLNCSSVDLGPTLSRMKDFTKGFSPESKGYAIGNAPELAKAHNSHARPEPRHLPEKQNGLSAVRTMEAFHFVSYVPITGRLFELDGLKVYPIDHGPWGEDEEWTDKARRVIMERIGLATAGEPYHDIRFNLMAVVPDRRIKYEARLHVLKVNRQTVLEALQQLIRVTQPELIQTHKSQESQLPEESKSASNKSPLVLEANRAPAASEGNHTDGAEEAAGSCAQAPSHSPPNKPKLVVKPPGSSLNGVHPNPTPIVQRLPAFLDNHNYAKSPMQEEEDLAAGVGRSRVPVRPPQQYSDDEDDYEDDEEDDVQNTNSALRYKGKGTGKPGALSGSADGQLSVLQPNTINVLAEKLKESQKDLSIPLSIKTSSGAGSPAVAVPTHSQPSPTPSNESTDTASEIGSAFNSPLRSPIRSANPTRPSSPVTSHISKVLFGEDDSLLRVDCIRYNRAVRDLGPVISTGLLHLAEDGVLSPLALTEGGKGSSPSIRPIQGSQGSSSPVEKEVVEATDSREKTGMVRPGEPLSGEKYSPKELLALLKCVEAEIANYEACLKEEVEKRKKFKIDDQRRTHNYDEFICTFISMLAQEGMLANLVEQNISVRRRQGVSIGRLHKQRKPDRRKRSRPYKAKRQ
HePTP inh: inhibitors of human HePTP phosphatase; actives 0.64% (n = 110,000); AID 521; P35236; recombinant HePTP phosphatase activity, OD absorbance; inhibition, % at 20 µM; in the data active = inhibition above about 50%;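 also: plate controls were vehicle for no effect and reference inhibitor for full effect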
Target sequence (P35236 whole entry, looked up): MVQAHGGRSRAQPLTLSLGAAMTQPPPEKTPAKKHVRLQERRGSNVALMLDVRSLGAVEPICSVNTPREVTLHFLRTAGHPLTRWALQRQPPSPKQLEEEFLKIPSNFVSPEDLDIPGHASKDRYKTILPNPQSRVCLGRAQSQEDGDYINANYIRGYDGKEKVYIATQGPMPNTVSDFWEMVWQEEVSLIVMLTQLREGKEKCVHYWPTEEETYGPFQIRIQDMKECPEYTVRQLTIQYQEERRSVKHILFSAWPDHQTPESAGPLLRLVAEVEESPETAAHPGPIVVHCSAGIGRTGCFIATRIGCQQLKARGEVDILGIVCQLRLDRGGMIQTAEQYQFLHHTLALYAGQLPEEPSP
An asterisk follows results filed as active; · = no result given.

SMILES	BAP1 block	HePTP inh
Cc1cc(Br)ccc1N1C(=O)/C(=C/c2ccc(N(C)C)cc2)C(=O)NC1=S	·	6
CN(C)c1cccc(C(=O)OCC(=O)NCc2ccco2)c1	89	14
O=C(O)COc1ccc2occ(C(=O)c3ccccc3)c2c1	56	4
Cc1ccc(-n2nc3c([n+]2[O-])CCc2c-3no[n+]2[O-])cc1	93	2
CCCC(=O)Nc1nnc(Cc2nnc(NC(=O)CCC)s2)s1	·	-4
Cc1cccc(N2CCN(C(=O)c3cc4c(=O)[nH]c5ccccc5c4n3C)CC2)c1C	60	2
O=C1N/C(=N/S(=O)(=O)c2ccccc2)S/C1=C/c1ccc(O)cc1	·	-6
CC1(C)N=C2C(=[N+]1[O-])CCC/C2=N\O	87	-5
CC1(C)CC(=O)C2=C(C1)N=C1c3ccccc3C(=O)C1C2c1cccs1 (stereo not drawn)	·	1
Cn1c(NC(=O)c2ccc(Cl)cc2[N+](=O)[O-])cc(=O)n(C)c1=O	·	1
CCOc1ccc(C(=O)N2CCN(Cc3ccccc3)CC2)cc1OCC	·	4
COC(=O)C1=C(C)N=c2s/c(=C\c3ccc(N(C)C)cc3)c(=O)n2C1c1ccccc1Cl (stereo not drawn)	·	-17
Cc1ccc2[nH]c(C)c(CC(=O)N/N=C/c3cccnc3)c2c1	·	-8
Cc1cc(C)c2nc(Nc3nc(C)cc(=O)[nH]3)nc(C)c2c1	82	6
O=c1c(C=NCc2ccco2)c(-c2ccccc2)[nH]n1-c1nc2ccccc2s1	·	-17
COc1cc(/C=N/N2C(=O)C3C4C=CC(C4)C3C2=O)cc(I)c1OC (stereo not drawn)	·	7
COc1ccc(N(CC(=O)Nc2cccc(SC)c2)S(C)(=O)=O)cc1	85	-5
Cc1cc(C)cc(-n2c(C)cc(/C=N/NC(=O)c3ccncc3)c2C)c1	·	8
CCOc1ccc(C(=O)Nc2c3c(nn2-c2ccccc2C)CSC3)cc1	190	·
CCCCN(CCCC)C(=O)c1ccccc1	·	-8
CCOC(=O)N1CCN(CC(O)COCC2=CCC3CC2C3(C)C)CC1 (stereo not drawn)	109	3
O=C(CS(=O)(=O)c1cn(Cc2cccc(F)c2)c2ccccc12)N1CCCCC1	·	2
CCC(=O)Nc1ccc(S(=O)(=O)N2CCc3ccccc3C2)cc1	94	4
NC(=O)Cc1c[nH]c2cccc(O)c12	149	8
CCCNS(=O)(=O)c1ccc(CCC(=O)N2CCC(C)CC2)cc1	107	1
COc1ccccc1CNC(=O)C1CCCN1S(=O)(=O)c1cccc2cccnc12 (stereo not drawn)	94	0
CCCCc1c(C)nc(N/N=C/c2ccc(OC)c(OC)c2)[nH]c1=O	·	6
Cc1ccc2c(c1)N(CC(=O)N1CCc3ccccc3C1)C(=O)CO2	102	-2
COc1ccccc1/C=C1\SC(=O)N(CCC(=O)Nc2ccc(S(=O)(=O)Nc3nccs3)cc2)C1=O	·	-15
COc1c(Cl)cc(Cl)cc1/C=C1\SC(NC(C)=O)=NC1=O	·	-4
O=C(Nc1ccc([N+](=O)[O-])cc1O)C1CC1(c1ccccc1)c1ccccc1 (stereo not drawn)	·	-14
COCCn1c(C)cc(C(=O)CSc2nnc3ccccn23)c1C	95	1
O=C1C2CC=C(Cl)CC2C(=O)N1CCc1ccccc1 (stereo not drawn)	·	3
Cc1ccc(-n2[nH]c(C)c(C=Nc3ccc(N(C)C)cc3)c2=O)cc1C	·	0
NS(=O)(=O)c1ccc(CNC2CC(=O)N(CCc3ccccc3)C2=O)cc1 (stereo not drawn)	·	2
CCCC(NC(=O)CNC(=O)C(C)(C)C)C(=O)O (stereo not drawn)	99	2

Looked up by structure from the list above (three):
SMILES	BAP1 block	HePTP inh
O=C1N/C(=N/S(=O)(=O)c2ccccc2)S/C1=C/c1ccc(O)cc1	·	-6
CCOc1ccc(C(=O)Nc2c3c(nn2-c2ccccc2C)CSC3)cc1	190	·
Cc1cc(C)cc(-n2c(C)cc(/C=N/NC(=O)c3ccncc3)c2C)c1	·	8

Continuation.
SMILES	BAP1 block	HePTP inh
CC(C)=CC(=O)OCC(=O)Nc1ccc(F)cc1Cl	99	-1
COC(=O)Cc1c(C)nc2nc(-c3ccc(OC)cc3)[nH]n2c1=O	100	6
CCOc1ccc2c(c1)C(C)=CC(C)(C)N2C(=O)CN1C(=O)CCC1=O	·	-4
CCn1c(C(O)c2cc(OC)ccc2OC)nc2ccccc21 (stereo not drawn)	·	-27
O=C(Cn1[nH]c(=O)c2ccccc2c1=O)Nc1ccc2c(c1)CCC2	106	0
c1coc(CNc2c3c(nc4ncnn24)CCCC3)c1	·	-3
CC1CCN(C(=O)c2ccccc2)CC1	·	-5
Cc1cc(Br)ccc1N1C(=O)c2ccc(S(=O)(=O)c3ccc(C(=O)O)cc3)cc2C1=O	·	-5
c1ccc(Sc2nc(N3CCCCC3)nc(N3CCCCC3)n2)nc1	·	-10
Cc1nnc(SCC(=O)N2c3ccccc3-c3c(ssc3=S)C2(C)C)s1	·	-16
O=C(O)CCC(=O)N(Cc1cccnc1)Cc1cccc(F)c1	108	7
CCOc1cc(/C=C2/C(=O)NC(=O)N(c3ccccc3)C2=O)cc(Br)c1O	·	5

Structural class, the entries above containing a COOH group (4)
SMILES	BAP1 block	HePTP inh
O=C(O)COc1ccc2occ(C(=O)c3ccccc3)c2c1	56	4
CCCC(NC(=O)CNC(=O)C(C)(C)C)C(=O)O (stereo not drawn)	99	2
Cc1cc(Br)ccc1N1C(=O)c2ccc(S(=O)(=O)c3ccc(C(=O)O)cc3)cc2C1=O	·	-5
O=C(O)CCC(=O)N(Cc1cccnc1)Cc1cccc(F)c1	108	7

One compound at a time, from the list above. Order of screens: BAP1 block	HePTP inh
Shown for c1coc(CNc2c3c(nc4ncnn24)CCCC3)c1 : ·	-3
Shown for COC(=O)Cc1c(C)nc2nc(-c3ccc(OC)cc3)[nH]n2c1=O : 100	6
Shown for O=C(O)CCC(=O)N(Cc1cccnc1)Cc1cccc(F)c1 : 108	7
Shown for CCn1c(C(O)c2cc(OC)ccc2OC)nc2ccccc21 (stereo not drawn) : ·	-27
Shown for CCOc1ccc2c(c1)C(C)=CC(C)(C)N2C(=O)CN1C(=O)CCC1=O : ·	-4

The list goes on:
SMILES	BAP1 block	HePTP inh
COc1ccccc1C=C1C(=O)N(C)C(=O)N(C)C1=O	·	-1
CCOC(=O)c1ccc(-n2c(C)cc(/C=N/n3cnnc3)c2C)cc1	·	4
CCCCCCC1CCC(c2ccc(C(N)=O)c(Cl)n2)CC1 (stereo not drawn)	141	·
CCc1cc(Br)ccc1N1C(=O)C2CC=CCC2C1=O (stereo not drawn)	95	5
Cc1oc2nc(SCCCC(=O)NCCCO)nc(N)c2c1C	121	6
Cn1cc(CN2CCN(c3ccccc3)CC2)c2ccccc21	100	4
CCOC(=O)c1c(C)[nH]c(=S)c(C#N)c1-c1ccccc1	·	5
N#CC1=C(N)Oc2n[nH]c(-c3ccccc3)c2C1C1CCCCC1 (stereo not drawn)	·	4
Cc1ccc(N2C(=O)c3ccccc3C2O)nc1 (stereo not drawn)	101	7
CCOC(=O)c1c(CN2CCN(C)CC2)n(C)c2cc(Br)c(OC)cc12	259	2
CC(C)c1ccc(NC(=O)CN(c2ccc(Oc3ccccc3)cc2)S(C)(=O)=O)cc1	·	2
Cc1ccc(OCC(=O)Nc2ccccc2CO)cc1	·	3
CCOC(=O)C1=C(O)CSC1=Nc1ccc([N+](=O)[O-])cc1	·	-13
CCc1ccccc1NC(=O)c1cnc2n(c1=O)CCS2	97	19
O=C(CCc1ccccc1)Nc1cc(Cl)ccc1O	·	-2
COc1cc(OC)cc(-c2nc3nc(C)c(CCC(=O)O)c(C)n3n2)c1	108	-9
Cc1cc(OCC(=O)Nc2cccc(-c3nc4ncccc4o3)c2C)cc(C)c1Cl	·	5
COc1cc(C(=O)Nc2ccc(O)cc2C(=O)O)ccc1OC(C)=O	113	7
CCCCCCCCC(=O)N/N=C/c1ccsc1C	·	-4
CCCCN(C)CCCNC(=O)CS(=O)Cc1nc(-c2ccc(OC)c(OC)c2)oc1C (stereo not drawn)	90	5
C/C=C/c1ccc(OCCSc2nc(C)cc(=O)[nH]2)c(OC)c1	65	10
CC(=O)Nc1ccc(N2C(=O)C3C4c5ccccc5C(c5ccccc54)C3(C)C2=O)cc1 (stereo not drawn)	105	·
NC(=O)CSc1cn(CCNC(=O)c2cccs2)c2ccccc12	90	13
Oc1ccc(/C=N/Nc2cc(N3CCCCC3)nc(N3CCCCC3)n2)c(O)c1	·	-8
CN(C)c1ccc(CNn2cnnc2SCc2ccc(F)cc2)cc1	96	-10
CCOC(=O)CC(=O)c1c(C)[nH]c(C(=O)OCC)c1C	·	9
COc1ccccc1C(=O)N1CCN(Cc2cccnc2)CC1	·	-5
O=C(O)CSCCS(=O)(=O)c1ccccc1	·	-4
CCOC(=O)c1c(-c2cccs2)csc1NC(=O)CN1CC(C)OC(C)C1 (stereo not drawn)	55	11
CCc1c(C)sc(NC(=O)C2C3C=CC(C3)C2C(=O)O)c1C(=O)OC(C)C (stereo not drawn)	·	-1
CCOC(=O)C1=C(C)N=c2s/c(=C/c3ccc(I)o3)c(=O)n2C1c1ccccc1OC (stereo not drawn)	·	-2
Cc1[nH]c2ccccc2c1/C=N/Nc1ccc([N+](=O)[O-])cc1	·	7
COc1ccc(-n2nnnc2SCC(=O)Nc2cccc(NC(C)=O)c2)cc1OC	102	8
COc1ccc(/C=C/C(=O)NCC2COc3ccccc3O2)cc1OC (stereo not drawn)	·	1
O=C(O)CN(c1ccc(Br)cc1)S(=O)(=O)c1ccccc1	·	6
CC1=NNC(=O)C1CC(=O)N/N=C/c1c(O)ccc2ccccc12 (stereo not drawn)	·	2
O=C(N/N=C/c1ccc(/C=N/NC(=O)c2cccc(Cl)c2)cc1)c1cccc(Cl)c1	·	8
CCCCC(=O)OCC(=O)Nc1ccc(OC(F)F)cc1	111	3
Cc1sc2nc(SCC(=O)c3cccs3)n(Cc3ccco3)c(=O)c2c1C	·	8
COc1ccc(C(C)(C)C)cc1S(=O)(=O)N1CCN(C)CC1	70	9
CC(O)Cn1cnc2c1c(=O)n(C)c(=O)n2C (stereo not drawn)	73	5
O=C(COC(=O)CCS(=O)(=O)c1ccc(Cl)cc1)Nc1ncc(Cl)cc1Cl	·	5
CCc1c(C)c2ccc(OCC(=O)c3ccccc3)cc2oc1=O	·	-8
Cn1c(=O)c2c(nc(CN3CCN(c4ccccc4F)CC3)n2CCN2CCOCC2)n(C)c1=O	107	12
Cc1[nH]c2ccccc2c1C(=O)CN1CCCCC1CCO (stereo not drawn)	96	0
Cc1c(N=C2SCC(=O)N2c2c(C)n(C)n(-c3ccccc3)c2=O)c(=O)n(-c2ccccc2)n1C	97	9
CCOC(=O)C1CCN(CC(=O)Nc2c(C(=O)OC)[nH]c3cccc(Cl)c23)CC1	96	-4
CCN(Cc1cc2ccccc2[nH]c1=O)C(=O)C(C)C	95	6
CCOC(=O)c1cc(C(O)(C(F)(F)F)C(F)(F)F)c(/N=C/N(C)C)o1	·	-8
CS(=O)(=O)N(CC(=O)N1CCCC1)c1cccc(C(F)(F)F)c1	·	5
O=C(O)C1CC(=O)N(Cc2ccc(F)cc2)C1 (stereo not drawn)	95	6
CC(=O)N1C=CN(C(C)=O)C(c2cn(C)c3ccccc23)C1c1cn(C)c2ccccc12 (stereo not drawn)	85	-2
CCCCOc1ccc(N/C(N)=N/c2nc(C(F)(F)F)cc(=O)[nH]2)cc1	·	4
CSc1ccc(Cl)c(C(=O)OCC(=O)N2CCOCC2)c1	89	12
COc1ccc(NC(=O)/C=C/c2ccc(C)o2)cc1	·	28
CCn1c2ccccc2c2nnc(SCC(=O)N3CCCc4ccccc43)nc21	77	·
CCN(CC)CCCN1C(=O)C(=O)/C(=C(/O)c2cc(C)ccc2C)C1c1cccnc1 (stereo not drawn)	95	9
Cc1cccc(-c2noc(-c3ccccc3C(=O)NCC3CCCO3)n2)c1 (stereo not drawn)	105	8
COc1ccc([N+](=O)[O-])cc1N1C(=O)C2C3c4ccccc4C(C(C)=O)(c4ccccc43)C2C1=O (stereo not drawn)	·	-11
O=C1NC(c2ccncc2)Nc2ccccc21 (stereo not drawn)	·	4

The list continues.
SMILES	BAP1 block	HePTP inh
C=CCN(CC=C)C(=O)c1cc(-c2ccc(C)s2)nc2ccccc12	·	11
COCCN(CC(=O)NCc1ccc(F)cc1)C(=O)CCC(=O)Nc1ccccn1	99	8
Nc1nc2ccc(Cl)cc2c2nc(-c3ccco3)nn12	85	·
O=C(CCNc1ccc2ccccc2c1)c1ccc([N+](=O)[O-])cc1	·	12
COc1cc(N=Cc2c(O)n(C)c(=O)n(C)c2=O)cc(OC)c1OC	·	-3
CCn1c(SCC(=O)OC2CCCCC2)nnc1-c1ccncc1	78	6
CCOC(=O)C1=C(C)NC(=S)NC1c1cn(-c2ccccc2)nc1-c1ccccc1 (stereo not drawn)	·	4
COc1ccc(-c2cn3c(C)c(C(=O)Nc4cc(NC(C)=O)ccc4OC)sc3n2)cc1	109	10
CCCc1ccc(OCCNC(=O)c2ccc(C)cc2)cc1	·	6
O=[N+]([O-])c1cc2c(cc1CC1CC1(Cl)Cl)OCCO2 (stereo not drawn)	·	-16
O=C(Nc1ccc(NC(=O)c2ccccc2Br)cc1)c1ccccc1Br	·	-12
Cn1c(Cn2c(=O)sc3ccccc32)nnc1SCC(=O)N1CCCc2ccccc21	89	2
CCCCC(=O)NCCc1cc2c(C)ccc(C)c2[nH]c1=O	82	8
O=C(Nc1cccnc1)c1ccc(-c2ccc(Br)cc2)o1	·	-14
Cc1cc(OCC(=O)NCC(C)C)ccc1Br	·	4
COc1ccc(C(=O)Nc2ccc(NC(=O)c3ccco3)c(C)c2)cc1OC	·	-1
O=C(CSc1nc2ccccc2s1)c1ccc(-c2ccccc2)cc1	·	5
COCCNC(=O)CN1C(=O)CC(C)(C)S(=O)(=O)c2ccccc21	88	2

Of the compounds above, these contain a tert-butyl group.
SMILES	BAP1 block	HePTP inh
CCCC(NC(=O)CNC(=O)C(C)(C)C)C(=O)O (stereo not drawn)	99	2
COc1ccc(C(C)(C)C)cc1S(=O)(=O)N1CCN(C)CC1	70	9

Compounds were not picked by outcome; any-hit rate near 0.79%.
